# TcdB GH inh – TcdB glycohydrolase inhibition | P18177 | TcdB glycohydrolase enzymatic assay, plate reader | inhibition, % at 9.99 µM | 0.24% of 350,000 active | AID 652162; in the data active = inhibition above about 10%
# VHR inh abs – DUSP3 (human) phosphatase inhibition; recombinant VHR phosphatase, pNPP absorbance; inhibition, % at 13.3 µM; 0.52% of 290,000 active; AID 1654; in the data active = inhibition above about 50%; also: some compounds called inactive have numbers as strong as hits
# Target sequence (P51452 whole entry, looked up): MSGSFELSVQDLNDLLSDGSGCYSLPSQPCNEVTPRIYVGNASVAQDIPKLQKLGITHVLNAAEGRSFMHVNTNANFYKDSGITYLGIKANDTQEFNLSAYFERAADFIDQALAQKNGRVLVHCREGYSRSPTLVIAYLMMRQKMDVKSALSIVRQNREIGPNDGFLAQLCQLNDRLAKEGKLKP
# Anthrax LF inh2 – inhibitors of Bacillus anthracis lethal factor protease; AID 588501; multiplex microsphere protease cleavage assay, LF; 0.12% of 360,000 active; P15917; inhibition, % at 10 µM; in the data active = inhibition above about 30%; inconclusive = no clear call, values can overlap the other calls; also: plate controls were buffer without enzyme for full effect and enzyme alone for no effect
# Target sequence (P15917 whole entry, looked up): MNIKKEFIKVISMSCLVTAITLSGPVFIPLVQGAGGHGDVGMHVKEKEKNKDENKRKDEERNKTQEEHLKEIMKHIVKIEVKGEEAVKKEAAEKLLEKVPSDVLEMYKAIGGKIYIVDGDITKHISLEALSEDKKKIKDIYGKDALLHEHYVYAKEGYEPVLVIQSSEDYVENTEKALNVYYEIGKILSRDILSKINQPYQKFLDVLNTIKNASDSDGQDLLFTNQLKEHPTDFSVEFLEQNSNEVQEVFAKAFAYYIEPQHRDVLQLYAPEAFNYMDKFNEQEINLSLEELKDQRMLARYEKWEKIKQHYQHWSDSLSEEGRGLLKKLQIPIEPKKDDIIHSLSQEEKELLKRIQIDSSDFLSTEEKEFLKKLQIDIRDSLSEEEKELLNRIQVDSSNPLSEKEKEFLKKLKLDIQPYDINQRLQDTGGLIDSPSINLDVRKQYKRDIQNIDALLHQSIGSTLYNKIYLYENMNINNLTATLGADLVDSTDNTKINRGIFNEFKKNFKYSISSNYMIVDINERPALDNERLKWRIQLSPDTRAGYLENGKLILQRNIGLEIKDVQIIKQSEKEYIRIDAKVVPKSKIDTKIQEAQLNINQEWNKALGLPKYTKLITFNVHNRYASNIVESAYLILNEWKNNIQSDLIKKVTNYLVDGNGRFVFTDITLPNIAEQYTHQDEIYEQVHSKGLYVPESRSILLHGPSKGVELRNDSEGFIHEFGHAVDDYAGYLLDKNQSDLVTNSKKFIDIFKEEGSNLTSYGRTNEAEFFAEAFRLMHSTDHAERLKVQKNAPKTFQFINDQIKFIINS
# Rv3671c inh – inhibits the M. tuberculosis serine protease Rv3671c | P9WHR9 | 0.048% of 320,000 active | inhibition, % at 5.96 µM | AID 2606; in the data active = inhibition above about 38%;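 also: extracellular domain of Rv3671c used as enzyme; 0% = enzyme with DMSO and 100% = no enzyme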
# MazEF act – MazEF (E. coli) toxin RNase activation | P0AE70 | FAM/BHQ RNA-DNA oligo cleavage fluorescence, 5 h | activation, % at 20 µM | 0.32% of 350,000 active | AID 504720; in the data active = activation above about 50%
# Target sequence (P0AE70 whole entry, looked up): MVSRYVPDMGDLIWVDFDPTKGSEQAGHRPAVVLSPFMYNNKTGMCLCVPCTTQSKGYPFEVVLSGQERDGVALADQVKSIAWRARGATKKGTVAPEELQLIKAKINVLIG
# Yp Topo-I inh – Y. pestis Topo-I inhibition via cleavage products | Y. pestis Topo-I cleavage product accumulation, plate reader | activity, % at 10 µM | 0.064% of 360,000 active | AID 504884; in the data active = activity above about 50%, passing the limit was not always enough; inconclusive = no clear call, values can overlap the other calls; also: inactives centre near 2
# PriA SSB inh – blocks PriA binding to SSB C-terminal tail. 0.6% of 430,000 active. inhibition, % at 33 µM. AlphaScreen SSBct-PriA binding, biotinylated peptide; in the data active = inhibition mostly above about 37%, no sharp cut-off; inactive = mostly below about 20%;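 also: plate controls were negative control peptide for no effect and reference peptide for full effect; strong numbers were not always called active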
# SARS 3CLpro inh – SARS-CoV 3CLpro protease inhibition; P0C6X7; recombinant SARS-CoV 3CLpro, quenched FRET peptide cleavage; inhibition, % at 6 µM; 0.14% of 290,000 active; AID 1706; in the data active = inhibition above about 12%
# PfHsp40 rescue – compounds rescuing yeast from Plasmodium falciparum HSP40 toxicity; S. cerevisiae expressing PfHsp40, growth rescue, ATP luminescence; growth rescue, % at 12.5 µM; 0.68% of 340,000 active; in the data active = growth rescue above about 28%, passing the limit was not always enough; inconclusive = no clear call, values can overlap the other calls;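 also: yeast W303a lacking pdr1 and pdr3 grown in galactose medium; growth measured after three days at 30 °C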
# Vc quorum ag – quorum light induction in luxS cqsA deficient V. cholerae. activation, % at 18.7 µM. 0.16% of 350,000 active. V. cholerae BH1578 lux reporter, luminescence, 6 h. AID 588436; in the data active = activation mostly above about 9.7%, no sharp cut-off; inconclusive = no clear call, values can overlap the other calls; inactive = mostly below about 3.7%; also: not every result past the cut was called active; inactives centre near 0; reference of the scale not given here
# The depositor's hits bear a star; i = inactive; ? = inconclusive; · = no result given; & = joins results of further samples.
SMILES,TcdB GH inh,VHR inh abs,Anthrax LF inh2,Rv3671c inh,MazEF act,Yp Topo-I inh,PriA SSB inh,SARS 3CLpro inh,PfHsp40 rescue,Vc quorum ag
Cn1nc(-c2ccc(Cl)cc2)c2cc(C(=O)NCCCN3CCCC3)sc21,2.0,6,-12,-10,11,-9,7,-10,-0.5,i
COc1cccc(NC(=O)CN(C)C(=O)c2c(C)nn(Cc3ccc(C)cc3)c2Cl)c1,0.7,·,·,-4,-3,20,6,·,-0.3,-0.5
CCC(C)(C)NC(=O)c1ccc(S(=O)(=O)N2CCCCCC2)cc1,1.5,15,-2,-1,20,6,-12,2,2.6,i
Cc1cccc(OCCCC(=O)Nc2ccc(S(=O)(=O)Nc3nccs3)cc2)c1C,-1.3,6,2,-4,4,-3,3,7,1.5,-0.4
CC(=O)Nc1ccc(NC(=O)CSCc2ccccc2Cl)cc1,0.9,·,-10,0,-16,3,3,·,-0.7,-0.2
COc1ccccc1NS(=O)(=O)c1ccc2oc(SC(C)C(=O)N3CCNC3=O)nc2c1 (stereo unspecified),0.9,·,-1,1,5,15,0,·,-0.1,-0.9
Cc1[nH]c2ccccc2c1SCc1n[nH]c(=S)n1C,2.1,-1,-2,-3,7,-4,-6,1,2.3,i
Cc1ccc2c(c1)N(C(=O)CCC(=O)N1CCN(c3cccc(C)c3C)CC1)CCO2,0.5,21,0,-3,0,32,4,-2,0.6,0.0
C[n+]1c(/C=C/c2ccc3c(c2)OCO3)ccc2ccccc21,1.5,-1,-4,1,-20,3,5,-1,-1.2,-0.3
O=C(CN1CCOCC1)N1CCCc2ccccc21,1.2,14,-3,3,5,0,-5,4,-0.1,-0.2
CC(Cl)C(=O)Nc1c2c(nn1-c1ccccc1)CSC2 (stereo unspecified),0.0,7,-4,0,3,2,2,-9,-0.2,-0.6
COc1ccc(NC(=O)COC(=O)c2cc3c(s2)CCC3)cc1,-0.3,·,-12,-3,0,6,-3,·,0.3,-0.7
O=C1/C(=C2/NCCN2C2CC(=O)N(c3ccccc3)C2=O)CC/C1=C\c1ccccc1 (stereo unspecified),-0.6,15,-1,-4,-3,-11,·,1,0.4,-0.2
COc1ccccc1NC(=O)NCC1(N(C)C)CCCCC1,1.0,-8,1,1,-1,4,-4,-5,0.2,-0.3
CN(C)c1ccc(C(=S)N2CCCC2)cc1Br,-0.1,-2,-10,5,12,1,-2,2,0.6,i
Clc1ccccc1Cn1nnc2c(NCCN3CCOCC3)ncnc21,·,8,0,5,6,10,4,2,-0.5,-0.5
O=C(Cc1ccc(Cl)cc1)Nc1ccccc1N1CCOCC1,·,32,-1,-12,-2,3,-5,-4,0.4,-0.3
Cc1ccc(S(=O)(=O)/N=C(/NC(=S)Nc2ccccc2)c2ccccc2)cc1,·,19,-2,-3,3,1,·,-4,1.8,i
CCC1(C)Cc2c(sc3[nH]c(=S)[nH]c(=S)c23)CO1 (stereo unspecified),0.6,28,-13,0,1,-10,-2,6,1.8,-5.6
O=C(CC1S/C(=N/N=C/c2ccco2)NC1=O)Nc1ccccc1 (stereo unspecified),0.1,18,-1,5,7,6,·,-2,-1.5,1.8
Cc1ccc(-c2nnn(CC(=O)N3CCCc4ccccc43)n2)cc1,·,8,-2,-2,-9,-10,-10,-2,1.0,-3.7
Cc1ccc(S(=O)(=O)c2cn(C)c3cc(N4CCN(C)CC4)c(F)cc3c2=O)cc1,-2.1,32,0,-2,9,2,0,-5,-0.2,-0.3
O=C(NC1CC1)c1cccc(NC(=O)C2CC2)c1,1.2,·,-13,·,-2,-4,-12,·,-1.9,i
Nc1ccccc1N=Cc1ccc(-c2cccc(Cl)c2)o1,0.8,5,-1,-14,33,-11,8,-2,1.7,-0.2
Nc1nc2n(n1)C(c1ccco1)CC(c1ccc(Cl)c(Cl)c1)N2 (stereo unspecified),·,18,2,-13,12,-2,-2,2,1.2,1.4
Cc1ccc(C)c(C(=O)CC2(O)C(=O)Nc3ccccc32)c1 (stereo unspecified),·,5,-2,1,2,1,-7,3,-0.6,·
CS(=O)(=O)N(CC(=O)N1CCCC1)c1ccc(OCc2ccccc2)cc1,1.8,-8,2,-1,-8,6,-1,2,-1.2,1.0
O=C(NCCS(=O)(=O)NCc1ccc(Cl)cc1)c1ccccc1,1.5,·,·,11,-2,-4,2&-9&-9,·,0.5,-0.4
CCn1c(N2CCN(S(=O)(=O)c3ccc(F)cc3)CC2)nc2ccccc21,1.9,14,-7,-3,7,28,11,4,0.1,-0.2
COc1ccc(NS(=O)(=O)c2cccc(C(=O)N3CCCC(C)C3)c2)cc1 (stereo unspecified),2.2,·,0,4,9,-1,-12,·,-0.6,19
Cc1cc(=O)oc2cc(OC(C)C(=O)Nc3ccc(C(N)=O)cc3)ccc12 (stereo unspecified),0.5,·,2,-5,-7,0,-3,·,0.0,-2.9
COC(=O)C1=C(C)NC(=O)/C1=C\c1cc(C)n(-c2ccccc2F)c1C,-0.4,26,-1,-5,0,4,-2,-3,-0.4,-0.3
Cc1ccc(S(=O)(=O)N2CCN(CC(O)c3ccccc3)CC2)cc1 (stereo unspecified),1.8,6,-1,1,5,7,-9,3,0.6,-0.1
Cc1csc(=O)n1CCC(=O)OCC(=O)Nc1ncc(Cl)cc1Cl,3.0,·,-1,11,1,-4,6,·,0.0,i
O=C(CN1C(=O)c2ccccc2C1=O)Nc1ccccc1C(=O)NC1CCCCC1,·,15,2,-1,1,0,12,6,-0.2,-1.3
O=C(CN(C(=O)c1csnn1)c1ccc(F)c(Cl)c1)NC1CCCCC1,-0.5,18,1,8,0,3,-15,-4,-0.8,-0.2

# Six entries out of the list, arranged by heavy-atom count, low to high:
SMILES,TcdB GH inh,VHR inh abs,Anthrax LF inh2,Rv3671c inh,MazEF act,Yp Topo-I inh,PriA SSB inh,SARS 3CLpro inh,PfHsp40 rescue,Vc quorum ag
CCC1(C)Cc2c(sc3[nH]c(=S)[nH]c(=S)c23)CO1 (stereo unspecified),0.6,28,-13,0,1,-10,-2,6,1.8,-5.6
O=C(CN1CCOCC1)N1CCCc2ccccc21,1.2,14,-3,3,5,0,-5,4,-0.1,-0.2
Cc1csc(=O)n1CCC(=O)OCC(=O)Nc1ncc(Cl)cc1Cl,3.0,·,-1,11,1,-4,6,·,0.0,i
O=C(CN1C(=O)c2ccccc2C1=O)Nc1ccccc1C(=O)NC1CCCCC1,·,15,2,-1,1,0,12,6,-0.2,-1.3
COc1cccc(NC(=O)CN(C)C(=O)c2c(C)nn(Cc3ccc(C)cc3)c2Cl)c1,0.7,·,·,-4,-3,20,6,·,-0.3,-0.5
COc1ccccc1NS(=O)(=O)c1ccc2oc(SC(C)C(=O)N3CCNC3=O)nc2c1 (stereo unspecified),0.9,·,-1,1,5,15,0,·,-0.1,-0.9

# Carrying on:
SMILES,TcdB GH inh,VHR inh abs,Anthrax LF inh2,Rv3671c inh,MazEF act,Yp Topo-I inh,PriA SSB inh,SARS 3CLpro inh,PfHsp40 rescue,Vc quorum ag
O=C(NCCC1=CCCCC1)c1ccc(CN2CCOCC2)cc1,·,12,0,6,3,2,-26,0,-0.6,-5.6
Cc1oc2ccc(OCc3ccccc3Cl)cc2c1C(=O)O,-0.4,-11,-8,·,-8,-1,1,5,-1.1,i
C=C(C)CC1(NC(C)c2ccccc2)CCCCC1 (stereo unspecified),0.7,-6,-3,4,10,0,-20,-2,-1.7,-0.2
Cc1ccn(CCC(=O)NC2CC(C)(C)Cc3c2cnn3-c2ccccc2C)n1 (stereo unspecified),10*,14,-1,2,1,15,2,0,1.1,-0.1
OC(c1ccccc1)(c1nc(/C=C/c2ccc(C(F)(F)F)cc2)cs1)C(F)(F)F (stereo unspecified),-1.1,·,-8,·,·,-21,·,·,·,i
N#Cc1cn(CC(=O)N2CCCC2)c2ccccc12,·,6,8,-2,4,-3,-7,1,-0.6,i
O=C(N/N=C/c1c[nH]c2ccccc12)c1ccn[nH]1,-0.3,12,-2,-7,1,-1,·,1,10,i
CCN(CC(=O)Nc1ccc(S(=O)(=O)N2CCOCC2)cc1)Cc1ccccc1,0.8,·,?,2,6,3,-9,·,-0.1,-0.7
COc1ccc(S(=O)(=O)N(C)c2c(C)n(C)n(-c3ccccc3)c2=O)cc1OC,·,-11,0,3,9,-2,-9,1,-1.0,i
O=C(CCN1CCN(S(=O)(=O)c2ccc(F)cc2)CC1)Nc1ccccc1F,1.1,1,-1,6,2,13,4,5,0.3,-13
O=C(O)C1C(=O)NCC1c1ccccc1 (stereo unspecified),24*,30,-5,-1,0,3,6,0,-0.5,0.3
O=c1c(CN2CCN(c3cccc(Cl)c3)CC2)coc2c(Cl)cc(Cl)cc12,0.8,32,-2,-2,-6,7,4,2,3.1,-0.9
CCCc1cc(=O)[nH]c(SCc2cc(C(=O)OC)c(C)o2)n1,·,-3,0,1,3,13,-18,-4,0.7,9.1
Cc1ccc(-c2[nH]ncc2C(=O)c2cccc(F)c2)c(O)c1,1.8,·,9,-10,-8,-5,-15,-1,1.3,i
COc1ccccc1-c1cc2nc(NCCOc3ccccc3)ccn2n1,0.8,·,1,·,·,9,·,·,·,i
CCSC(SCC)[C@H](O)[C@@H](O)[C@H](O)[C@H](O)CO,0.4,-15,-3,-3,4,2,-10,-1,-1.1,i
CCOc1ccc(-c2nnc(-c3cccnc3)o2)cc1OCC,·,38,-5,8,11,0,-5,-7,-1.4,i
CC[N+]1(C)CCC(O)(/C=C/c2ccccc2)C(C(=O)/C=C/c2ccccc2)C1 (stereo unspecified),-11,·,-1,·,-14,5,0,·,4.9,-5.6
CCC(C)NC(=S)Nc1ccc2nc(N3CCOCC3)cc(C)c2c1 (stereo unspecified),1.5,14,-2,2,9,9,5,-3,0.2,-1.4
COc1ccc(Oc2nc(SC)nc3ccccc23)cc1,·,-9,-2,4,-7,22,-6,5,-0.8,i
Cc1ccc(CN2CCN(C3CCC3)CC2CCO)cc1 (stereo unspecified),1.2,-16,·,-2,5,4,-6,-3,0.3,i
CCN(CC1COc2ccccc2O1)C(=S)NC1CC2CCC1C2 (stereo unspecified),1.5,25,-6,4,4,8,-8,5,-0.7,i
COc1cccc(CNC(=O)c2ccc(CS(=O)c3ccccc3)o2)c1 (stereo unspecified),0.9,18,5,6,5,2,-8,3,-0.3,i
Cc1ccc(C(=O)Nc2ccc3[nH]c(=O)[nH]c3c2)c(C)c1,0.3,-6,-2,3,4,-2,-4,1,0.5,-1.3
COc1cc2[nH]c(=S)nc(Nc3ccc(NC(C)=O)cc3)c2cc1OC,1.8,15,0,2,3,-12,1,-1,0.0,-0.1
CCOC(=O)c1c(C)[nH]c(C)c1S(=O)(=O)NCC1CCN(Cc2ccccc2F)CC1,1.2,4,-1,-3,9,13,0,-3,0.7,-0.9
COc1ccc(C(CNC(=O)c2cc(C)oc2C)N2CCOCC2)cc1 (stereo unspecified),·,-8,1,8,-19,5,-6,-1,2.1,-0.2
Cc1ccc(C(=O)N2CCOCC2)cc1[N+](=O)[O-],·,-2,-2,6,-4,5,-18,4,-1.4,i
CCOC(=O)c1c(NC(=O)c2cnn3c2NC(c2cccc(OC)c2)CC3C(F)(F)F)sc2c1CCCC2 (stereo unspecified),·,6,-4,-6,0,5,1,-4,0.7,-0.4
Cc1ccc(C)c(S(=O)(=O)Nc2ccc(C(N)=O)cc2)c1,0.5,18,-8,2,1,2,-6,2,1.4,i
O=C(NC(c1ccc2c(c1)OCO2)c1ccccn1)C1CCN(CCOc2ccccc2)CC1 (stereo unspecified),1.2,·,-3,·,·,12,·,·,·,-0.8
CN(C)S(=O)(=O)c1cccc(NC(=O)CNCc2ccccn2)c1,1.5,-7,-4,16,-5,-2,50*,1,0.1,-0.3
O=C(Nc1cccc(C(=O)N2CCOCC2)c1)c1ccc([N+](=O)[O-])cc1,0.5,-7,-1,0,0,-9,9,9,-1.0,-1.3
Cc1cccc(NC(=O)CN(C)C(=O)c2ccc(N3CCCCCC3)c([N+](=O)[O-])c2)c1C,0.7,·,-1,-2,-14,-5,11,·,1.5,-2.9

# A portion of the library, so the mix of outcomes need not match the whole.
